Bioassay records from PubChem BioAssay.
S100A4 inh HTS: inhibitors of S100A4-myosin IIA peptide binding, primary screen, biochemical, fluorescence polarization, TAMRA-MyoIIA peptide; actives 0.14% (n = 360,000); Protein S100-A4 (Homo sapiens), P26447; inhibition, % at 10.7 µM; AID 652163, 2013;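 active means mean inhibition of at least 70% across replicates, with every replicate also reaching that level; inconclusive means mean inhibition reaches 70% but some replicates fall short; inactive means mean inhibition below 70%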
Target sequence (P26447 whole entry, looked up): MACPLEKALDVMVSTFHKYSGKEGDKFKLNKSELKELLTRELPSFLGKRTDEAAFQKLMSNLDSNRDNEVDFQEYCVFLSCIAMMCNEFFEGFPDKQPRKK
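Test system: S100A4 monomer protein. Medium: HEPES buffer with Ca2+, pH 7.2. Reagent: fluorescent myosin IIA peptide, 5 nM. Compound dosing: single-point compound testing. Timing: 5 min between mix addition and reading. Benchmarks: DMSO neutral and TFP positive wells.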
PGC1a acetyl inh: inhibitors of PGC1a acetylation signal, primary screen, cell-based, U2OS, AlphaScreen, inhibitor mode. AlphaScreen anti-acetyl-lysine; with virally co-expressed GCN5 acetyltransferase. inhibition, % at 15.6 µM. actives 0.17% (n = 350,000);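 active means every replicate shows inhibition of at least 40%; inconclusive means mean inhibition at least 40% but some replicate below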;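 further: 0% = neutral control wells and 100% = positive control wells; some results beyond the cut were filed as inactive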
Statin myotox sup: suppressors of statin myotoxicity in C2C12 myotubes, primary screen, cell-based, single point, plate reader; rescue of ATP level, % at 7.49 µM; C2C12 myotubes + simvastatin, ATP luminescence, 48 h; scaled: DMSO 0, geranylgeraniol control 100; actives 0.78% (n = 330,000);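 active means mean ATP rescue above about 67%, or every replicate alone reaching that limit, limit read from the data, passing the limit was not always enough; inconclusive means no clear call, values can overlap the other calls; inactive means mean under the limit and some replicate under it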;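 further: myotubes were challenged with 10 µM simvastatin during compound exposure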
SIRT5 block: SIRT5 desuccinylase inhibitors, primary screen, biochemical, fluorescence imaging, single point, set 5; actives 1.1% (n = 330,000); inhibition, % at 15 µM; AID 652115, 2013; Purified SirT5, succinyl-peptide AMC, trypsin-coupled fluorescence; in the data active means inhibition above about 15%; inconclusive means no clear call, values can overlap the other calls
XiGFP reactiv: activators of inactive X chromosome reactivation, primary screen, imaging, XiGFP fibroblasts, GFP high-content imaging, set 2; XiGFP mouse fibroblasts, % GFP-positive cells imaging, 3 d; cells co-treated with 5-aza-dC sensitizer; scaled so ellipticine positive control = 100%; activation, % at 7.58 µM; actives 0.055% (n = 360,000);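 active means mean normalized replicate activation at least 10% and every replicate at or above 10%; inconclusive means only one of the two criteria met; inactive means mean below 10% and not all replicates reach 10%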;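 further: 0% = median of on-plate neutral control wells and 100% = ellipticine 6 µM median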
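material = 68-5-11 XiGFP fibroblast line | medium = DMEM plus 5-aza-dC sensitizer | schedule = 3 days compound exposure | benchmarks = positive control ellipticine, 6 µM final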
LGR2 antag: inhibitors of bursicon-induced LGR2 CRE-luciferase signal, primary screen, cell-based, HEK293, CRE-luciferase reporter, bursicon stimulation; AID 720647, 2013; bursicon-stimulated, 4 h; Drosophila bursicon receptor LGR2 (rickets); actives 0.35% (n = 380,000); inhibition, % at 9.99 µM;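 active means drop in luminescence signal, shown as inhibition above about 50% in the replicate tests, limit read from the data, passing the limit was not always enough; inconclusive means probably only some replicates passing the limit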;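 further: agonist challenge used bursicon conditioned medium at about half maximal strength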
ERAP1 HTS inh: human ERAP1 aminopeptidase inhibitors, primary screen, biochemical, single point, plate reader. actives 0.15% (n = 340,000). recombinant ERAP1, Leu-AMC fluorescence, 60 min. inhibition, % at 10.7 µM;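 active means mean replicate inhibition of at least 30%, or all replicates individually reaching that 30% level; inactive means mean below 30% and not every replicate reaching it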;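 further: 0% = neutral control wells and 100% = L-leucinethiol positive control wells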
Target sequence (Q9NZ08 whole entry, looked up): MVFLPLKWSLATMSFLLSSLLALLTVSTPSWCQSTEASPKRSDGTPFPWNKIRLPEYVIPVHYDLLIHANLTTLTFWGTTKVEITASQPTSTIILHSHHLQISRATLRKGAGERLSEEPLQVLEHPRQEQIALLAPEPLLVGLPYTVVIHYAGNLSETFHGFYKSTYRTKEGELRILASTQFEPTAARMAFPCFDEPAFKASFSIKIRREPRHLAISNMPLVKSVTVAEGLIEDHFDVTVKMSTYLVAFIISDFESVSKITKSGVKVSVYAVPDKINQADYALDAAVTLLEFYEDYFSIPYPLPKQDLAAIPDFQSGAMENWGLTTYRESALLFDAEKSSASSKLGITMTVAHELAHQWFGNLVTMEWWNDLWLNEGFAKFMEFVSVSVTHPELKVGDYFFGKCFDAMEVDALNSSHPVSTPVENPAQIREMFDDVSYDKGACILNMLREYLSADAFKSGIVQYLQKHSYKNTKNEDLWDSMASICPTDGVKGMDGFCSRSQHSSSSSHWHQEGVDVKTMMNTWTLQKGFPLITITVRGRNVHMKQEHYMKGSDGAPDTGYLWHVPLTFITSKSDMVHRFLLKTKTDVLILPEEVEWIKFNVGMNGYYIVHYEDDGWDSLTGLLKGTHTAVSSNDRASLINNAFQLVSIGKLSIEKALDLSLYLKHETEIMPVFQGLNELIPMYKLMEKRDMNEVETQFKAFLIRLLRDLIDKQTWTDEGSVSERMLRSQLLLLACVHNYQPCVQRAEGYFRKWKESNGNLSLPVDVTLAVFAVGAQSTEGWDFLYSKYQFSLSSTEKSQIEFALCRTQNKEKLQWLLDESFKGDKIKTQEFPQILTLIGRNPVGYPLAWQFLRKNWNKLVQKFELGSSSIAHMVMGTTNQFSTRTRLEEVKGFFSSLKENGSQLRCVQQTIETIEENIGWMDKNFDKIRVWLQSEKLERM
Cneo AK release: Cryptococcus neoformans cell lysis inducers, primary screen, AK release luminescence, single concentration. AID 651654, 2012. lysis activity, % at 15 µM. actives 0.2% (n = 360,000). C. neoformans lysis, adenylate kinase release luminescence, 4 h; normalised: neutral wells 0, clomiphene wells 100;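 active means mean lysis activity across replicates of at least 80%, whatever share of replicates individually reach that level; inactive means mean lysis activity below 80%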
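Material: C. neoformans cells; Schedule: 4 h static compound exposure, 37 °C, read 1 h post-reagent; Measured by: adenylate kinase release luminescence; Read-out: signal increase indicating cell lysis; Controls: Clomiphene as positive lysis control.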
Starred values were filed as active, the others as inactive; ? = inconclusive; nt = no result given; & = joins results of further samples. An excerpt; the hit share may differ from the screen's.

SMILES	S100A4 inh HTS	PGC1a acetyl inh	Statin myotox sup	SIRT5 block	XiGFP reactiv	LGR2 antag	ERAP1 HTS inh	Cneo AK release
O=C(NCc1ccncc1)C(=O)NCC(c1ccco1)N1CCN(c2ccccc2F)CC1 (stereo unspecified)	nt	0	3	nt	nt	4	nt	-5
Cc1ccc(NC(=O)CSc2ncccn2)cc1F	5	nt	nt	-1	0.2	-27	-1	nt
COc1ccccc1CC(=O)Nc1ccc2c(C)cc(=O)oc2c1	-1	0	-7	-2	0.2	-3	-1	-1
C[C@@H]1CN([C@@H](C)CO)C(=O)c2ccccc2-c2ccccc2CO[C@H]1CN(C)Cc1cccc(C(=O)O)c1	4	0	nt	-3	-0.2	7	2	-1
OCCN1CCN(c2ncnc3c2ncn3[C@H]2CN(Cc3ccncc3)C[C@@H](CO)O2)CC1	-15	nt	28	0	0.2	7	-1	-2
O=C(COC(=O)c1nc(Cl)ccc1Cl)NNC(=O)c1ccccc1	5	6	11	-3	0.1	1	0	0
Cc1cc(OCC(=O)Nc2ccncc2)cc(C)c1Cl	4	nt	-15	-1	0.1	6	0	0
COCC#Cc1ccc2c(c1)O[C@H](CN(C)Cc1ccncc1)[C@@H](C)CN([C@@H](C)CO)S2(=O)=O	4	-9	3	-1	-1.2	23	-1	0
CCN(C(=O)CSc1nccc(=O)[nH]1)c1cccc2ccccc12	-2	4	4	-2	-0.1	-2	-3	0
Cc1ccc(S(=O)(=O)Nc2ccc3c(c2)C(=O)N([C@@H](C)CO)C[C@@H](C)[C@@H](CN(C)Cc2ccncc2)OCCCC[C@H](C)O3)cc1	3	4	nt	5	0.3	-9	-2	0
CCCN(C(=O)c1cn(CCC)c2ccccc12)c1ccc(Oc2cccnc2)cc1	-19	nt	nt	2	0.4	?	1	nt
COc1ccc(-n2nnnc2SCC(=O)Nc2cccc(C)n2)cc1OC	-10	nt	nt	-3	nt	1	-1	nt
O=C(NCc1ccccc1)c1cc2ccccc2oc1=O	-7	nt	-1	-4	0.0	nt	8	-1
O=C1NC(Cc2ccccc2)c2nc3cc(F)ccc3c(=O)n2-c2cc3ccccc3cc21 (stereo unspecified)	-4	1	-18	-2	0.0	15	nt	-3
C[C@@H]1CN([C@H](C)CO)C(=O)Cc2cc(N(C)C)ccc2O[C@H]1CN(C)Cc1ccc(C(F)(F)F)cc1	2	12	52	7	-0.7	-1	-2	-1
O=C(CSC1=NCCS1)NC(NC(=O)CSC1=NCCS1)c1ccccc1	-4	2	nt	-3	0.0	6	3	nt
CCCc1cc(=O)n2nc(N3CCC(C(=O)NCc4ccco4)CC3)sc2n1	3	-5	3	9	0.0	6	0	-1
COc1cccc(S(=O)(=O)N[C@H]2C=C[C@@H](CC(=O)NC3CCC3)O[C@@H]2CO)c1	15	11	-2	-6	0.3	7	-1	50
CCCCc1c(-c2ccccc2)ncn1CCc1ccccc1OC	-4	nt	nt	0	-0.1	25	1	nt
Cc1ccc(NC(=O)C(C)OC(=O)Cn2[nH]c(=O)c3ccccc3c2=O)cc1 (stereo unspecified)	-4	-7	-3	-2	0.1	-2	4	nt
COC(=O)c1c2oc(c1C(=O)OC)C(=O)N(C)Cc1cn(nn1)C[C@@H](Cc1ccccc1)NC(=O)N[C@H](CO)CC2	-1	5	nt	-4	nt	nt	1	8
O=S(=O)(c1ccccc1)N1C[C@@H]2N[C@H](C1)C2c1ccc(-c2cccnc2)cc1 (stereo partly specified)	5&9	9&5	nt	0&-1	0.4&0.2	17&18	2&3	nt
COc1ccc(C(=O)N[C@H](C(=O)NC2CCCCC2)C(C)C)cc1	-3	5	-2	-7	-0.1	-9	-1	3
C[C@H]1CN([C@@H](C)CO)C(=O)c2cc(NC(=O)CCN3CCOCC3)ccc2O[C@@H]1CN(C)Cc1ccc2c(c1)OCO2	-8	8	-2	-3	-1.2	9	-4	-4
Cc1onc(-c2ccccc2Cl)c1C(=O)OCn1nnc2ccccc2c1=O	nt	-11	-12	nt	nt	11	nt	2
CC(=O)N1C(=O)NC2=C(C(=O)CCC2)C1c1cccc([N+](=O)[O-])c1 (stereo unspecified)	0	3	10	-1	0.2	8	3	nt
Cc1cccc(NC(=O)NCc2ccc3[nH]c(C)cc3c2)c1	-1	0	-7	-3	-0.1	7	-5	-2
COc1ccc(NC(=S)Nc2ccc(S(N)(=O)=O)cc2)c(C)c1	4	nt	nt	3	0.6	0	2	nt
CCOC(=O)C(NC(C)=O)(NC(C)C)C(F)(F)F (stereo unspecified)	-20	10	5	0	0.0	0	4	-4
COc1ccc(-c2cc(C(F)F)n3ncc(C(=O)Nc4cccc(S(=O)(=O)N5CCOCC5)c4)c3n2)cc1	6	-3	nt	-1	0.1	15	12	nt
CCOc1ccc(CNc2ccc(CNc3ncn[nH]3)cc2)cc1	-6	nt	7	nt	0.0	13	nt	1
COc1cccc(-c2ccc([C@H]3[C@@H](C#N)N(C(=O)Cc4ccncc4)[C@@H]3CO)cc2)c1	-2	-8	17	-1	0.1	-1	-5	-6
Cc1noc(C)c1S(=O)(=O)N(C)C[C@H]1Oc2ccc(NC(=O)Nc3ccc(F)cc3)cc2CC(=O)N([C@@H](C)CO)C[C@H]1C	-4	-9	-19	4	0.0	-4	8	63
COc1ccc(CNC(=O)Cn2nc(C(F)(F)F)cc2C)cc1	-1	-4	5	7	0.0	-6	0	-1
COc1cc(/C(O)=C(\C#N)c2nc3ccccc3[nH]2)cc(OC)c1OC	5	-3	-12	-7	0.0	-11	2	0
COc1ccc(C(=O)Nc2ccc3ccccc3n2)cc1OC	1	10	-13	2	0.2	-52	nt	-4
CC(=O)Nc1ccc(NC(=O)CSc2nncn2C)cc1	-1	nt	-15	2	0.0	1	1	8
Cc1c(Cl)cccc1NC(=O)Nc1cccnc1	6	5	-5	-2	0.1	4	0	-10
CNc1ccc(N=Nc2cccc3ncccc23)cc1	-2	-3	10	-3	0.1	nt	-10	-12
N#Cc1ccccc1S(=O)(=O)N1CCN(C(=O)C2CCCCC2)CC1	-5	nt	0	-3	0.5	-4	0	-3
CSc1ccc(S(=O)(=O)N2CCC(C(=O)NCc3ccccn3)CC2)cc1	-12	nt	-4	-4	0.1	-4	0	20
CC(=O)N1[C@H](CO)[C@H](c2ccccc2)[C@@H]1CN(C(=O)c1ccccc1F)C(C)C	-4	nt	nt	-11	0.1	7	0	nt
O=C(Nc1c(-c2ccccc2)[nH][nH]c1=O)c1ccc2c(c1)OCO2	4	nt	nt	nt	-0.1	-14	1	nt
N#CCCN1CCC(NC(=O)OCc2ccccc2)CCC1=O (stereo unspecified)	-6	-4	4	-9	0.0	-5	0	6
N#CCCn1cc(C(=O)CN2C(=O)NC3(CCc4ccccc43)C2=O)c2ccccc21 (stereo unspecified)	-5	-3	3	1	0.0	nt	-2	-1
Cc1ccc(SCC(=O)c2ccc[nH]2)cc1	-4	-3	4	1	0.0	-42	-5	0
O=C(C[C@@H]1CC[C@@H](NS(=O)(=O)c2ccc(F)cc2)[C@@H](CO)O1)NCc1ccccc1F	2	17	nt	1	0.0	4	-6	nt
Cc1ccc(S(=O)(=O)N(C)C[C@H]2Oc3ccc(NS(=O)(=O)c4cn(C)cn4)cc3CC(=O)N([C@@H](C)CO)C[C@@H]2C)cc1	nt	0	25	nt	-1.0	-7	nt	nt
O=C(C[C@H]1CC[C@@H]2[C@H](COC[C@H](O)CN2C(=O)c2ccccc2F)O1)NCc1ccc(-c2ccccc2)cc1	47	-2	10	11	0.4	-13	1	-1
COc1ccc(NC(=O)CCS(=O)(=O)c2ccc(Cl)cc2)cc1	-5	-5	9	-3	0.0	6	-3	0
NC(=O)c1ccsc1NC(=O)COC(=O)CNC(=O)c1ccc(Cl)cc1	-4	-1	3	-1	0.1	-6	-2	1
C[C@@H](NC(=O)C[C@@H]1C=C[C@H](NC(=O)C2CCOCC2)[C@@H](CO)O1)c1ccccc1	1	-2	-2	3	-0.1	2	-2	6
CCOC(=O)CN(C(=O)COC(=O)C1=NNC(=O)CC1)c1ccc(F)cc1	-1	-6	-19	-4	0.0	-12	1	-1
CNC[C@H]1OCCCC[C@@H](C)Oc2ccc(NC(=O)Nc3ccc(F)cc3)cc2C(=O)N([C@@H](C)CO)C[C@H]1C	0	-14	22	13	0.0	-16	-5	-2
Cc1ccc(S(=O)(=O)NCC(=O)NCC(=O)NCCc2ccccc2F)cc1C	-1	nt	-1	-15	0.2	1	0	-1
COc1ccc(C)cc1S(=O)(=O)Nc1cc2c3c(c1)CCC(=O)N3CCC2	0	5	17	-1	0.2	14	-3	2
O=C(Nc1ccc2nc3n(c(=O)c2c1)CCCC3)c1cccc(F)c1	6	nt	-33	3	0.0	-28	-3	0
O=C(Nc1ccnn1C1CCN(Cc2ccccn2)CC1)c1cccc(F)c1	-1	0	1	-3	0.0	-21	0	-6
COc1ccc(Nc2nc3ccc(C)cc3cc2C#N)c(OC)c1	4	nt	nt	-1	0.2	nt	0	-1
Cc1ccc(OCCC(=O)OCC(=O)NC2CCS(=O)(=O)C2)cc1 (stereo unspecified)	-4	nt	20	0	-0.1	-3	-3	-2

3 entries out of the list above, arranged by the number in PGC1a acetyl inh, highest first.
molecule	S100A4 inh HTS	PGC1a acetyl inh	SIRT5 block	LGR2 antag	ERAP1 HTS inh
C[C@@H]1CN([C@H](C)CO)C(=O)Cc2cc(N(C)C)ccc2O[C@H]1CN(C)Cc1ccc(C(F)(F)F)cc1	2	12	7	-1	-2
N#CCCn1cc(C(=O)CN2C(=O)NC3(CCc4ccccc43)C2=O)c2ccccc21 (stereo unspecified)	-5	-3	1	nt	-2
CCCc1cc(=O)n2nc(N3CCC(C(=O)NCc4ccco4)CC3)sc2n1	3	-5	9	6	0

(list continues)
SMILES	S100A4 inh HTS	PGC1a acetyl inh	Statin myotox sup	SIRT5 block	XiGFP reactiv	LGR2 antag	ERAP1 HTS inh	Cneo AK release
COc1ccccc1S(=O)(=O)N[C@H]1CC[C@@H](CC(=O)N2CCN(C)CC2)O[C@H]1CO	10	1	-9	0	0.1	-4	5	-5
COc1ccc(NC(=O)Nc2cccc3c2O[C@@H](CN(C)Cc2ccc(C(F)(F)F)cc2)[C@@H](C)CN([C@H](C)CO)C3=O)cc1	-3	-7	44	21*	-0.7	3	-1	-2
COC(=O)c1ccc(N2CCN(C(=O)c3ccccc3)CC2)c(NC(C)=O)c1	-1	-1	nt	-2	0.1	3	6	nt
CC(C)C[C@H]1CNC(=S)N1C[C@H]1CCCN1C[C@H](Cc1ccc(O)cc1)N1C[C@H](Cc2ccc(O)cc2)N(CC2CCCCC2)C1=S	0	-13	-2	5	-0.1	10	nt	1

Part of the list above, showing only Cneo AK release and PGC1a acetyl inh.
| Structure | Cneo AK release | PGC1a acetyl inh |
| --- | --- | --- |
| COc1ccc(NC(=O)Nc2cccc3c2O[C@@H](CN(C)Cc2ccc(C(F)(F)F)cc2)[C@@H](C)CN([C@H](C)CO)C3=O)cc1 | -2 | -7 |
| COC(=O)c1ccc(N2CCN(C(=O)c3ccccc3)CC2)c(NC(C)=O)c1 | nt | -1 |
